CSN deneddyl inh – inhibitors of human CSN-mediated cullin deneddylation; inhibition, % at 12.5 µM; Q92905; 360,000 tested, 0.38% active; Purified CSN, SCF-Nedd8-OG deneddylation, fluorescence polarization;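 active = pattern-corrected inhibition above about 35%, with an unprinted fluorescence ratio check between 0.5 and 1.5, limit read from the data, passing the limit was not always enough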;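 note: 0% = enzyme with substrate and 100% = substrate without enzyme; some results filed as inactive read as strong as hits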
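Assay system: purified human Csn5 enzyme expressed in HEK293T cells; Input: 0.24 nM Csn5 enzyme, final concentration; Reagent: 10 nM SCFSkp2-Nedd8OG; Compound dosing: 12.5 µM single point; Times: reaction 90 min, room temperature; Technique: fluorescence polarization readout.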
SUMO1-SIM PPI – alters human SUMO1 binding to SIM partners; 360,000 tested, 0.33% active; P63165; inhibition, % at 20 µM; SUMO1 binding to a labelled peptide, TR-FRET, 1 h; in the data active = inhibition above about 37%
Rin1 Abl inh – human Rin1-Abl interaction inhibition. P00519+Q13671. TR-FRET Rin1/Abl binding, biochemical. inhibition, % at 7.35 µM. 360,000 tested, 0.4% active. AID 588664; in the data active = inhibition above about 5%, passing the limit was not always enough
Rpn11 inh – inhibitors of human proteasome Rpn11; human 26S proteasome, Ub4-pepOG fluorescence polarization; 20S core pre-blocked with epoxomicin; calls only at 20 µM; 360,000 tested, 0.59% active; AID 588493;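 active = inhibition at 20 µM, scaled to each plate's controls, above about 33%, limit read from the data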
Target sequence (O00487 whole entry, looked up): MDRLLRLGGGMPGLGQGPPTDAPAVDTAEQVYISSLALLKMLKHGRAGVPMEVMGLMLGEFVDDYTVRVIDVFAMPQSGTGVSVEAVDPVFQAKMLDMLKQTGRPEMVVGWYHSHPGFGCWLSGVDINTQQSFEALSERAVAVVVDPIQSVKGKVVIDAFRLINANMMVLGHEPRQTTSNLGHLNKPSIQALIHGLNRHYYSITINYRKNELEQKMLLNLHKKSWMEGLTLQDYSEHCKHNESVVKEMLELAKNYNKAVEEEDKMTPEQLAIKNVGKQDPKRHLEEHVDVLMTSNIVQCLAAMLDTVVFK
Scp-1 inhibitor – inhibitors of human Scp-1 phosphatase | 340,000 tested, 0.88% active | AID 493091 | inhibition, % at 20 µM | Recombinant Scp1, phosphopeptide, malachite green phosphate absorbance | Q9GZU7;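 active = inhibition above about 50% at 20 µM, limit read from the data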;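 note: plate controls were DMSO wells with enzyme for no effect and wells lacking enzyme for full effect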
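Test system: SCP-1 phosphatase catalytic domain, residues 76-261; measured by: colorimetric phosphate reagent with accelerator and stabiliser, absorbance at 630 nm; timing: enzyme reaction 45 min at room temperature, colour 5 min, stabilisation 30 min; also added: Phosphorylated 17-residue peptide substrate; compound dosing: one concentration, 20 µM, with 1.0% DMSO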
DNMT1 inh – blocks human DNA methyltransferase DNMT1; inhibition (reported as % activation of signal), % at 10 µM; 360,000 tested, 0.83% active; AID 588458; DNMT1 molecular beacon, Hinp1I cleavage, fluorescence; P26358; in the data active = inhibition above about 50%
STEP block – inhibitors of human striatal-enriched phosphatase STEP | P54829 | recombinant STEP, OMFP fluorogenic substrate, fluorescence | inhibition, % at 20 µM | 360,000 tested, 0.25% active | AID 588621;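 active = inhibition at 20 µM, scaled per plate between control wells, above about 37%, limit read from the data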;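 note: 0% = DMSO with enzyme and substrate and 100% = substrate only without enzyme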
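material = STEP tyrosine phosphatase | reagent = fluorogenic phosphatase substrate OMFP at 25 µM final | doses = single compound dose of 20 µM, 1% DMSO final | schedule = 20 min reaction, room temperature, in the dark | measured by = fluorescence, 480/540 nm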
Neddylation inh – blocks human cullin neddylation; P61081+Q13564; TR-FRET cullin neddylation, biochemical; calls only at 25 µM; 360,000 tested, 0.58% active; in the data active = inhibition above about 36%
Target sequence (P61081 whole entry, looked up): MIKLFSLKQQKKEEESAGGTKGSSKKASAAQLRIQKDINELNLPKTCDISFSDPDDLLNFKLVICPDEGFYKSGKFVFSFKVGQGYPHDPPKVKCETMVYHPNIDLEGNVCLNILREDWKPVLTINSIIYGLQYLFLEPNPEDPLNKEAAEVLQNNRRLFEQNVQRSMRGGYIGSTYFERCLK
Target sequence (Q13564 whole entry, looked up): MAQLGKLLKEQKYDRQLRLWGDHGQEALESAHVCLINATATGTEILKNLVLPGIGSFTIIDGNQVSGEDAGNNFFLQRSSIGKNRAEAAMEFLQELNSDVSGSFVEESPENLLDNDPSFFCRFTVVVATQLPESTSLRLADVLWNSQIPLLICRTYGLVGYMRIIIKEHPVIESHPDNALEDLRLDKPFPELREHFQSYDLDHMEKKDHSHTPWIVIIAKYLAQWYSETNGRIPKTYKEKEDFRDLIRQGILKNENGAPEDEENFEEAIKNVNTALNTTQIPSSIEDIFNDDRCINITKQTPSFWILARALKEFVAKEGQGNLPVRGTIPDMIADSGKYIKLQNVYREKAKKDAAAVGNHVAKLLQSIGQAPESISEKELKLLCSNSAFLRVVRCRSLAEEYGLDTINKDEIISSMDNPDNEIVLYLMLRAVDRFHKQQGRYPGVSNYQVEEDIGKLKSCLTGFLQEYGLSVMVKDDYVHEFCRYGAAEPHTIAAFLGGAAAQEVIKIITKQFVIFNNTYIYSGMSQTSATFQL
NadD block – NadD (S. aureus) enzyme inhibition | purified NadD enzyme, colorimetric absorbance read-out | inhibition, % at 20 µM | 360,000 tested, 0.78% active | AID 602399; in the data active = inhibition above about 26%; note: some compounds past the cut are filed as inactive
LMPTP block – blocks human LMPTP phosphatase; inhibition, % at 20 µM; 360,000 tested, 0.22% active; AID 651560; recombinant LMPTP-A, OMFP fluorogenic substrate, fluorescence intensity; P24666;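 active = compounds that cut the enzyme signal by at least half of the control window in the single-dose screen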;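 note: plate controls were DMSO wells with enzyme plus substrate for no effect and substrate without enzyme for full effect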
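Test system – LMPTP-A phosphatase enzyme · Quantity – 0.625 nM LMPTP-A final · Reagent – OMFP substrate, 400 µM final · Dosing – one test concentration per compound, 20 µM, with 3% DMSO overall · Timing – 50 min enzyme reaction at room temperature, protected from light · Detection – fluorescence intensity · Controls – substrate-only low control, DMSO enzyme-plus-substrate high control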
Active calls of the source: *; i = inactive; nt = not tested or not shown.

structure	CSN deneddyl inh	SUMO1-SIM PPI	Rin1 Abl inh	Rpn11 inh	Scp-1 inhibitor	DNMT1 inh	STEP block	Neddylation inh	NadD block	LMPTP block
CC1(C)C2CCC1(C)C1(C2)NC(=O)c2ccccc2O1 (stereo not drawn)	0	3	0	i	-2	0	1	i	-7	0.2
CCCCCOC(=O)Cn1c(N2CCCCCC2)nc2c1c(=O)[nH]c(=O)n2C	-1	1	-1	i	-6	-2	-1	i	9	0.1
CCN(CC(=O)Nc1c(F)cccc1F)C(=O)CCCOc1ccccc1	0	0	5	i	-6	2	2	i	-12	-0.9
COc1ccc(C(=O)NCCNC(=O)c2cnccn2)cc1	-1	-1	0	i	4	-1	3	i	2	-0.6
CCOC(=O)C1C(c2ccc(Cl)cc2)NC(=S)NC1(O)C(F)(F)F (stereo not drawn)	2	3	5	i	2	-1	0	i	10	-0.6
COc1ccc2c(C)cc(SCC(=O)NCCN3C(=O)CSC3=O)nc2c1	-2	2	-5	i	-4	3	-1	i	-3	0.3
N#Cc1ccc(CN2CCN(C(=O)c3ccccc3)CC2)c(Cl)c1	1	1	-4	i	-5	-2	4	i	4	0.0
COc1ccc(S(=O)(=O)N2CCC(C(=O)NC(C)CCc3ccccc3)CC2)cc1 (stereo not drawn)	3	-2	3	i	-7	-2	1	i	-9	0.1
Cc1ccc(S(=O)(=O)/N=C2/NC(=O)/C(=C/c3ccccc3)S2)cc1	8	27	1	i	-8	4	-2	i	14	1.3
Cc1cc(C)cc(N(CC(=O)NC(C)(C)C)C(=O)CCC(=O)Nc2ccccn2)c1	-3	1	0	i	-4	1	0	i	-2	-0.1
O=C(O)CCSc1nnc(CNc2ccc(Cl)cc2)n1Cc1ccccc1	-4	2	-1	i	-1	0	8	i	5	-0.4
CCN1CCN(Cc2c(O)ccc3c2O/C(=C\c2ccccc2)C3=O)CC1	6	-12	0	i	9	4	0	i	7	1.5
CCC(Sc1nnc2c3ccccc3n(CC)c2n1)C(=O)Nc1sc2c(c1C#N)CCCC2 (stereo not drawn)	3	5	1	i	0	1	3	i	26	3.8
CCN(CC)c1ccc(/C=N/OCC(=O)Nc2cccc(C)c2)cc1	19	-7	-1	nt	-3	2	2	i	4	2.2
CCCCSCCCNC(=O)CCCN1C(=O)c2ccccc2Sc2ncccc21	-1	-1	0	i	-9	0	-2	i	-5	-0.1
COc1cc2c(cc1NC(=O)c1cccc(F)c1)CCCC2	-7	-3	0	i	-5	3	0	i	-5	0.4
O=C(COC(=O)Cc1ccc([N+](=O)[O-])cc1)NCc1ccc2c(c1)OCO2	-3	-16	0	i	-5	-2	-2	i	-3	0.5
CN(Cc1ccon1)C(=O)c1ccc2nc(Cc3cccc(Cl)c3)oc2c1	-2	-1	0	i	-2	-1	0	i	-1	-0.8
CCN(CC1CCCN(CCc2cccc(F)c2)C1)C(=O)c1ccoc1C (stereo not drawn)	-3	-2	0	i	nt	-1	1	i	9	0.9
COc1ccc(-c2cc(C)no2)cc1S(=O)(=O)NCC(C)c1ccccc1 (stereo not drawn)	3	3	4	i	-4	2	-2	i	-2	1.0
Cc1ccc(C(CC(N)=O)c2ccco2)cc1 (stereo not drawn)	3	-4	1	i	-2	1	2	i	6	-0.1
COc1cc(CN2CCCC(C(=O)c3ccc(SC)cc3)C2)cc(Cl)c1O (stereo not drawn)	1	-2	3	i	0	-2	1	i	6	-7.5
Nc1nc2sc3c(c2c(=O)s1)CCCC3	-1	-9	-1	i	-4	11	-2	i	-7	3.0
CN(C)c1ccc(S(=O)(=O)NCC(=O)OCC(=O)Nc2cccc(Cl)c2)cc1[N+](=O)[O-]	1	-7	-1	i	-9	-2	6	i	-8	1.4
NC(=O)COC(=O)CC(c1ccccc1)c1ccccc1	-1	0	-2	i	-1	2	0	i	0	-2.3
Cc1cc(N2CCN(C(C(=O)NC3CCCC3)c3ccco3)CC2)c2ccccc2n1 (stereo not drawn)	-7	6	nt	nt	nt	nt	nt	i	nt	56*
CC(C)(C)c1cccc(P(=O)(c2ccccc2)c2ccccc2)c1O	-2	-3	-2	i	-5	-1	0	i	-1	0.4
O=C(Cn1cc([N+](=O)[O-])cn1)N1N=C(C(F)F)CC1(O)C(F)F (stereo not drawn)	1	-2	-3	i	-10	2	0	i	-1	-0.4
C/C(=C\c1ccccc1)C(=O)NCCCn1ccnc1	-3	1	-2	i	-1	0	2	i	-9	-2.8
CNC(=S)Nc1cccc(-c2cnc3ccccc3n2)c1	5	-25	3	i	-2	-2	0	i	-5	0.0
COc1ccc(-n2nnnc2S(=O)(=O)Cc2ccc(C(=O)O)cc2)cc1	-2	1	-1	i	-5	1	-2	i	3	-0.1
CCOC(=O)C1CCN(C(=O)CN2C(=O)c3ccccc3Sc3ncccc32)CC1	-2	2	-2	i	-6	1	1	i	-6	0.3
O=C(O)c1ccc(S(=O)(=O)c2ccccc2)s1	-2	2	4	i	-7	-1	2	i	-2	-1.4
Cc1ccccc1NC(=O)c1cc(S(=O)(=O)c2ccccc2)ccc1Cl	1	2	-3	i	-6	6	4	i	0	-1.0
CS(=O)(=O)N1N=C(c2cccs2)CC1c1ccco1 (stereo not drawn)	-2	1	1	i	5	0	-1	i	-4	0.2
C/C(=N\NC(=O)CNC(=O)C1COc2ccccc2O1)c1ccco1 (stereo not drawn)	1	-10	3	i	-9	2	0	i	-3	0.4
Cc1ccccc1NC(=O)CN1CCCC1	2	4	2	i	nt	-2	-2	i	3	-3.1
CC(=O)c1ccc(S(=O)(=O)N2CCN(C(=O)CSC(=S)N3CCCC3)CC2)cc1	-5	2	4	i	-5	-2	0	i	6	0.8
COC(=O)[C@@H]1[C@@H](C)N(Cc2ccccc2)C(=O)N[C@H]1c1cccc(C(F)(F)F)c1	0	0	2	i	-2	3	-2	i	-4	-0.7
CCCc1cc(N2CCC(C(N)=O)CC2)nc(-c2ccccc2)n1	-1	1	-2	i	-6	0	-1	i	-7	-1.3
Cc1ccc(C(=O)N2CCCCC2)cc1S(=O)(=O)N1CCCC1	0	1	4	i	-2	0	-3	i	-2	-1.1
COc1cccc(C(=O)NCCS(=O)(=O)N(C)C2CCCCC2)c1	-5	4	3	i	-3	-1	-2	i	-6	-0.6
Cc1ccc(NC(=S)N(CCN(C)C)Cc2cccs2)c(C)c1	-4	0	1	i	-9	1	72*	i	-5	-2.0
CCS(=O)(=O)Nc1ccc(C2=NN(C(=O)c3ccco3)C(c3ccc(Cl)o3)C2)cc1 (stereo not drawn)	4	-1	4	i	8	-4	-1	nt	1	1.4
CCOc1nc2cnccc2n(CC(=O)Nc2c(C)cccc2CC)c1=O	-7	-1	-2	i	-9	4	-3	i	4	-1.9
C=CCOc1ccc(/C=N/NC(=O)CN2CCCCC2)cc1OC	0	-6	3	i	-10	0	-2	i	-4	-0.4
COc1ccc(NCc2n[nH]c(=O)c3ccccc23)cc1	-7	-5	-6	i	-1	-11	0	i	-2	0.2
CCN(C(=O)COC(=O)C1CC1C)c1c(N)n(Cc2ccccc2)c(=O)[nH]c1=O (stereo not drawn)	4	4	2	i	-10	0	0	i	3	-0.6
O=C1C2CC=CCC2C(=O)N1c1n[nH]c(-c2ccccc2)n1 (stereo not drawn)	-2	-2	4	i	-8	-1	-2	i	-1	1.2
CCOC(=O)Cc1csc(NC(=O)c2c(-c3c(F)cccc3Cl)noc2C)n1	2	1	-3	i	2	-2	0	i	4	-1.2
Cc1ccc(C(=O)N2CCN(c3ccc(N4CCOCC4)nn3)CC2)cc1C	1	-12	0	i	7	0	-1	nt	-3	0.5
COc1cccc(N2CCN(S(=O)(=O)c3ccc(CN4C(=O)c5cccnc5C4=O)cc3)CC2)c1	-2	-2	0	i	-2	4	-2	i	14	0.5
Cc1ccc(NC2=NCC(=O)N2C2CCCC2)c(C)c1	-3	-4	-2	i	-6	1	-2	i	4	-2.5
COc1ccccc1OCC(=O)N1CCCCCCC1	0	8	-1	i	-3	0	17	i	4	-0.8
COc1ccccc1C(=O)N=C1NC(=O)CC2C(=O)NCCN12 (stereo not drawn)	3	-1	8.8*	i	-21	0	4	i	2	-0.6
COC(=O)[C@]12CCCCC=C1N(Cc1ccc3c(c1)OCO3)C(=O)[C@H](CC(=O)NCCc1ccccc1OC)C2	3	1	nt	nt	nt	nt	nt	i	nt	1.0
COc1cc2c(-c3ccccc3)c(C)oc2cc1/C=N/NC(N)=S	101	6	-1	i	-15	17	-2	i	4	0.3
COc1cc2c(cc1OC)C(c1ccccc1)N(C(=O)CCl)CC2 (stereo not drawn)	-5	0	1	i	-5	3	0	i	-2	-0.9
Cc1ccc(-c2cc(C(=O)OCC(=O)N(C)C3CCS(=O)(=O)C3)c3ccccc3n2)c(C)c1 (stereo not drawn)	-3	-10	-17	i	-5	-3	2	i	-11	0.3
O=C(Nc1ccc(S(=O)(=O)Nc2ncccn2)cc1)c1ccc(Cl)c([N+](=O)[O-])c1	1	-15	-1	i	-12	1	1	i	-7	-0.8

Other results.
structure	CSN deneddyl inh	SUMO1-SIM PPI	Rin1 Abl inh	Rpn11 inh	Scp-1 inhibitor	DNMT1 inh	STEP block	Neddylation inh	NadD block	LMPTP block
CCC1(c2ccc(OC)cc2)NC(=O)N(CC(=O)NC2CCCCC2C)C1=O (stereo not drawn)	0	0	3	i	-12	2	-6	i	1	-1.3
O=C1C2C(C(=O)N1/N=C/c1cc(Br)cc([N+](=O)[O-])c1O)C1C=CC2C12CC2 (stereo not drawn)	1	-30	4	i	-7	0	0	i	10	3.0
CCOC(=O)c1sc(=S)n(-c2ccc(Cl)cc2)c1SC	-1	-22	-1	i	-7	-3	3	i	-4	0.4
COc1ccc2c(c1)CCc1cnc(N)nc1-2	2	-3	-3	i	-5	-4	-6	nt	2	0.5
CC1CCN(C(=O)CN(c2ccc3c(c2)OCO3)S(C)(=O)=O)CC1	2	-1	-1	i	-3	0	0	i	8	-0.7
O=C(Nc1nc2ccccc2s1)c1ccc2c(c1)OCO2	-13	-2	-2	i	-2	-2	-2	i	2	-0.4
Cc1ccsc1/C=N/NC(=S)NCCc1ccccc1	-1	2	-2	i	-10	-1	4	i	-2	1.5

3 compounds out of the list, sorted by heavy-atom count, smallest number first:
structure	CSN deneddyl inh	SUMO1-SIM PPI	Rin1 Abl inh	Rpn11 inh	Scp-1 inhibitor	DNMT1 inh	STEP block	Neddylation inh	NadD block	LMPTP block
Cc1ccsc1/C=N/NC(=S)NCCc1ccccc1	-1	2	-2	i	-10	-1	4	i	-2	1.5
O=C1C2C(C(=O)N1/N=C/c1cc(Br)cc([N+](=O)[O-])c1O)C1C=CC2C12CC2 (stereo not drawn)	1	-30	4	i	-7	0	0	i	10	3.0
CCC1(c2ccc(OC)cc2)NC(=O)N(CC(=O)NC2CCCCC2C)C1=O (stereo not drawn)	0	0	3	i	-12	2	-6	i	1	-1.3
